Assay outcomes deposited in PubChem BioAssay by National Center for Advancing Translational Sciences (NCATS).
AMA1-RON2 inh = inhibitors of Plasmodium falciparum AMA1-RON2 interaction | AlphaScreen AMA1-biotinylated RON2 peptide binding | Potency, µM (highest dose often 58.2 µM), for the others: top-dose activity change, negative = inhibition, hits mostly inhibitors | 360,000 compounds, 0.2% hits;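 also: potency is read from the fitted curve at half-maximal effect; 0% = vehicle wells and -100% = peptide control; nearly all actives have a fitted effect of over 45% in size; some results filed as inactive show a strong effect at the top dose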
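AMA1 (3D7) with his tag at 25 nM final met compounds first, then biotinylated RON2 peptide at 25 nM; detection used donor plus acceptor beads, 10 µg/mL apiece, read by AlphaScreen after 30 min at room temperature.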
AmpC no deterg = blocks E. coli AmpC beta-lactamase in detergent-free assay | P00811 | AmpC nitrocefin hydrolysis, absorbance 480 nm, 0.0001% Triton | Potency, µM (titrated, usually from 57.1 µM), without a hit: at the top dose activity change, negative = inhibition, actives largely listed as inhibitors | 330,000 compounds, 0.52% hits;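 also: potency is read from the fitted curve at half-maximal effect; plate controls were no compound for no effect and no enzyme for full effect; nearly all actives have a fitted effect of over 20% in size; some results filed as inactive show a strong effect at the top dose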
Target sequence (P00811 whole entry, looked up): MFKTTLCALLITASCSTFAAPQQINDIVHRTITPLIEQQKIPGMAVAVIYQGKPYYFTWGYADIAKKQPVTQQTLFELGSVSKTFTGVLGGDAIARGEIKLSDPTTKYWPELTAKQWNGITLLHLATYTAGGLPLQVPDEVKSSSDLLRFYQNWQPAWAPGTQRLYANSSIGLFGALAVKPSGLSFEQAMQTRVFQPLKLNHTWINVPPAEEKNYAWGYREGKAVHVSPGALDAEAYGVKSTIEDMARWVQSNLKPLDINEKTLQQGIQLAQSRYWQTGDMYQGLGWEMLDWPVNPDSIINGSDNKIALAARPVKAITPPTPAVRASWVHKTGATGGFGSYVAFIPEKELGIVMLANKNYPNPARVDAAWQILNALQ
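AmpC (5.3 nM in the dispensed reagent) in 20 mM phosphate pH 7.0 with 0.01% (detergent screen) or 0.0001% Triton X-100 was preincubated with compounds for 15 min at room temperature. Nitrocefin was then added from an 800 uM solution, and hydrolysis was followed at 480 nm.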
AmpC detergent = blocks E. coli AmpC beta-lactamase in detergent assay. 370,000 compounds, 0.041% hits. AmpC hydrolysis of nitrocefin, absorbance 480 nm, 0.01% Triton. Potency, µM (doses to about 114 µM), without a hit: at the top dose activity change, negative = inhibition, actives largely listed as inhibitors. P00811. AID 485294;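 also: potency is read from the fitted curve at half-maximal effect; 0% = no-compound wells and -100% = no-enzyme wells; nearly all actives have a fitted effect of over 25% in size; some results filed as inactive show a strong effect at the top dose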
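AmpC (5.3 nM in the dispensed reagent) in 20 mM phosphate pH 7.0 with 0.01% (detergent screen) or 0.0001% Triton X-100 was preincubated with compounds for 15 min at room temperature. Nitrocefin was then added from an 800 uM solution, and hydrolysis was followed at 480 nm.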
Sm TGR inh = blocks Schistosoma mansoni thioredoxin glutathione reductase; Q962Y6; purified TGR, DTNB reduction, TNB absorbance 405 nm; Potency, µM (highest dose often 114 µM), for the others: at the highest dose activity change, negative = inhibition, most hits filed as inhibitors; 360,000 compounds, 3% hits; AID 485364; also: potency is read from the fitted curve at half-maximal effect; nearly all actives have a fitted effect of over 60% in size
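TGR 20 nM + NADPH 100 uM (dispensed conc.), cpd preinc 15 min RT; start with NADPH (500 uM addition) then DTNB (15 mM addition). Kinetic TNB absorbance, 405 nm filter. Four-parameter Hill fit across titration.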
Tb PYK inh = blocks Trypanosoma brucei pyruvate kinase | Q57TT1 | TbPYK enzyme, Kinase-Glo Plus ATP luminescence, 45 min | Potency, µM (doses to about 76.8 µM), without a hit: at the top dose activity, negative = inhibition, hits mostly inhibitors | 410,000 compounds, 0.12% hits; also: potency is read from the fitted curve at half-maximal effect; nearly all actives have a fitted effect of over 50% in size
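Glycolytic pyruvate kinase of T. brucei was incubated with substrate, test compound and 130 uM ADP for 45 minutes at room temperature. Luminescent Kinase-Glo Plus signal was measured after 10 minutes.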
LmPK inhibitor = LmPK (Leishmania mexicana) enzyme inhibition. Q27686. purified LmPK, Kinase-Glo ATP luminescence, 1 h. Potency, µM (series often up to 57.5 µM), for the others: top-dose activity change, negative = inhibition, actives largely listed as inhibitors. 290,000 compounds, 0.37% hits; also: potency is read from the fitted curve at half-maximal effect
Target sequence (Q27686 whole entry, looked up): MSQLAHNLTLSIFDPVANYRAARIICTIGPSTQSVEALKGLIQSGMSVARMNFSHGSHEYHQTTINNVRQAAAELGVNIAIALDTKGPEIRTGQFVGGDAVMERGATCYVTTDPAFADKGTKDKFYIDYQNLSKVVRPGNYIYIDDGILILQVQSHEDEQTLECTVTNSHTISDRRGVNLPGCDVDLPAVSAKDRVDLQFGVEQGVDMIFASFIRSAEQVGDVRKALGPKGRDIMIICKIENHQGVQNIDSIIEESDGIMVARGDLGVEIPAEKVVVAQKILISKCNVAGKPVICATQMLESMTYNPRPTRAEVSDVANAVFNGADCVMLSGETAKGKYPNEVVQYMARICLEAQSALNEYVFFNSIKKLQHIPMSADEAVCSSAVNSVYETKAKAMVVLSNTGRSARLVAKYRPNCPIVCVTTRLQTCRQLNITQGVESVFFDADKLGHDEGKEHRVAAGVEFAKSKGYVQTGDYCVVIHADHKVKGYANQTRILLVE
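ATP generated from ADP (0.1 mM) and PEP (0.5 mM) by 0.1 nM LmPK over 1 h at room temperature (pH 7.2 imidazole buffer) was detected by coupled luciferase luminescence. Values were normalized to uninhibited and no-enzyme wells.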
HCMV antiviral = human cytomegalovirus inhibition; activity change, negative = inhibition, % at 57.5 µM; HFF cells, HCMV-luciferase reporter, 72 h; active compounds read low; 410,000 compounds, 4.5% hits; in the data active = activity change below about -60%; inconclusive = no clear call, values can overlap the other calls; inactive = above about -39%
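Two-dose cell screen: HFF monolayers treated with compounds and infected with luciferase-expressing HCMV at 1 PFU/cell, 72 h at 37C, then lysed for luciferase measurement.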
* marks the source's active call; other numbers are inactive results; ? = inconclusive; / = no result given; & = joins results of further samples; [ ] = remark or other dose. Unless noted, calls follow the shape of the dose curve; as a rule, active = well fitted curve in the direction sought with a large enough effect; inconclusive = small, poorly fitted or top-dose-only effect, or another doubt; inactive = no such curve, though single readings can be large; an effect the other way counts as inactive or inconclusive. Unless noted, % is scaled to controls: 0 for no effect and ±100 for the full control effect. Rows were taken by chance, and some 7.4% of all compounds hit somewhere here.

SMILES | AMA1-RON2 inh | AmpC no deterg | AmpC detergent | Sm TGR inh | Tb PYK inh | LmPK inhibitor | HCMV antiviral
COc1ccc(-c2cc(C)no2)cc1S(=O)(=O)N(C)c1ccc(C)cc1 | -8% | 59% | 0% | 5% | 11% | 1% | 20
CC1CCN(C(=O)c2[nH]cnc2C(=O)NCCCCCNC(=O)OC(C)(C)C)CC1 | -3% | 4% | -3% | -4% | -2% | / | -24
CCOc1ccccc1NC(=O)Nc1ccncc1 | -4% | -18% | -3% | 20% | 0% | -9% | -8
O=C(NCc1ccccc1)/C(=C/c1ccccc1)NC(=O)c1ccco1 | -21% | -13% | -1% | -15% | 0% | 1% | 9
CCc1cccc2c(=O)c(C(=O)NCCN3CCOCC3)c[nH]c12 | 7% | -8% | 0% | 1% | 0% | 0% | 15
Cc1ccc(OC(=O)N(C)C[C@H]2OCc3cn(nn3)CCCC(=O)N([C@H](C)CO)C[C@@H]2C)cc1 | 10% | / | / | / | 2% | / | -14
CCOc1ccccc1C(=O)NC(C(=O)Nc1cccc(S(N)(=O)=O)c1)C(C)C (stereo not given) | 1% | -27% | 6% | -1% | -3% | 0% | 7
CC(=O)Nc1ccc([N+](=O)[O-])c(CS(=O)(=O)c2ccc(C)cc2)c1[N+](=O)[O-] | -6% | -3% | -11% | -13% | -1% | -10% | ?
CCc1ccc(NC(=O)c2ccc(C3SCC(=O)N3CCc3ccccc3)cc2)cc1 (stereo not given) | 9% | -6% | -2% | 0% | 6% | 0% | -36
COc1ccccc1CCNC(=O)c1cnccn1 | 8% | -13% | -2% | 9% | -10% | -1% | 7
CCOC(=O)c1c(C)noc1-c1ccco1 | 18% | 5% | 4% | 4% | 3% | 1% | 8
COc1cccc(-c2cc3nc(-c4ccccc4)cc(=O)n3[nH]2)c1 | 12% | -27% | 7% | 2% | 4% | 0% | 23
CCCN(CCC)S(=O)(=O)c1ccc(C(=O)N2CCC(=O)c3ccccc32)cc1 | 2% | 49% | -12% | -32% | 3% | 0% | -60*
O=C(Cn1cc([N+](=O)[O-])cn1)Nc1ccccn1 | -5% | -14% | -1% | 6% | 5% | -3% | 91
O=C(CCCn1c(=O)oc2ccccc21)N1CCN(c2ccccn2)CC1 | 24% | 19% | ? | 4% | 2% | 9% | 127
CN(C)c1ncnc2c1ncn2[C@H]1CN(Cc2ccc3c(c2)OCO3)C[C@@H](CO)O1 | 40%[activator] | / | / | / | -7% | / | 0
CCN(CC)C(=O)Cn1cc(/C=C(\C#N)C(=O)NC2CC2)c2ccccc21 | 14% | 2% | -12% | -14% | 5% | 1% | 21
CN(CC(=O)Nc1ccc(N2CCOCC2)cc1)C(=O)c1cn(-c2ccccc2)nc1-c1ccccc1 | ? | 11% | -6% | -6% | 0% | / | -22
O=[N+]([O-])c1ccc(Cl)c(CN2CCSCC2)c1 | -7%[11.6 µM] | -22% | -14% | -1% | 2% | -1% | -16
Cc1onc(-c2ccccc2)c1C(=O)NCC(=O)Nc1cc(Cl)ccc1Cl | -3% | -23% | / | / | -4% | / | -19
CC(=O)c1cccc(NC(=O)CCCCCn2nnc3ccccc3c2=O)c1 | 1% | -22% | -12% | -23% | 4% | -2% | 14
COc1ccc(NC(=O)N2CCC(c3nc(-c4cccs4)no3)CC2)cc1 | -8% | -16% | 2% | -4% | 31% | 1% | -29
COc1ccc([C@H]2CC(=O)C=C(c3ccc(OC)c(F)c3)C2)cc1 | -27% | 1% | 9% | 1% | 0% | / | -11
O=C(NCc1ccccc1)C(=O)NCC(c1ccco1)N1CCN(c2ccccc2F)CC1 (stereo not given) | -12% | -30% | ? | ? | -14% | -1% | 0

Not a retest: an excerpt of the list.
SMILES | AMA1-RON2 inh | AmpC no deterg | AmpC detergent | Sm TGR inh | Tb PYK inh | LmPK inhibitor | HCMV antiviral
O=C(Cn1cc([N+](=O)[O-])cn1)Nc1ccccn1 | -5% | -14% | -1% | 6% | 5% | -3% | 91
O=C(CCCn1c(=O)oc2ccccc21)N1CCN(c2ccccn2)CC1 | 24% | 19% | ? | 4% | 2% | 9% | 127

Returning to the listing with the 2 entries that preceded the break.
SMILES | AMA1-RON2 inh | AmpC no deterg | AmpC detergent | Sm TGR inh | Tb PYK inh | LmPK inhibitor | HCMV antiviral
COc1ccc([C@H]2CC(=O)C=C(c3ccc(OC)c(F)c3)C2)cc1 | -27% | 1% | 9% | 1% | 0% | / | -11
O=C(NCc1ccccc1)C(=O)NCC(c1ccco1)N1CCN(c2ccccc2F)CC1 (stereo not given) | -12% | -30% | ? | ? | -14% | -1% | 0
CCc1ccc(S(=O)(=O)Nc2ccc(-c3ccc(N4CCCC4)nn3)cc2)cc1 | / | / | -1% | 5% | 1% | / | 18
O=C(c1cccc(F)c1)N1CCN(c2cc(N3CCCCC3)c(F)cc2[N+](=O)[O-])CC1 | -10% | 69%[activator] | 0% | 10% | -2% | 6% | -74*
Cc1nnc(NC(=O)C23CC4CC(C)(CC(C)(C4)C2)C3)s1 | -9% | / | / | / | 2% | / | 14
Cc1cc(C)n2nnnc2c1C#N | 36%[activator] | -12% | 0% | 7% | -5% | -2% | -11
CCOc1ccc(C(=O)NCC(=O)N2CCCCCCC2)cc1OCC | 5% | 0% | 2% | -1% | -2% | / | -11
COc1ccc(/C(C)=N/NC2=NCCN2)cc1Cl | -6% | -13% | 0% | -12% | -7% | -3% | 59
CC(=O)c1nnn(-c2ccccc2C#N)c1C | -13% | 19% | -5% | 2% | -6% | 2% | 54
O=C(O)c1cc([N+](=O)[O-])ccc1NCc1cccnc1 | -6% | -7% | -13% | 3% | -10% | -1% | -21
Cc1nn(CCC(=O)NNC(=S)Nc2cccc(Cl)c2)c(C)c1[N+](=O)[O-] | 42%[activator] | -30% | -1% | -13% | -17% | 4% | ?
CCC(C)[C@H](N)C(=O)N[C@H]1CCC2C3CC=C4C[C@@H](O)CC[C@]4(C)C3CC[C@@]21C (stereo not given in full) | 0% | / | / | / | 1% | / | -1
COc1cc(NC(=O)c2ccc(F)cc2)c(OC)cc1NC(=O)CN1CCOCC1 | -17% | 100%[activator] | -9% | 5%[57.1 µM] | -7% | 0% | ?
COc1ccc(-c2nn(-c3ccccc3)cc2/C=N/O)cc1OC | -10% | -15% | 4% | 2% | 12% | 7% | -21
CCCS(=O)(=O)N1CCN=C1SCc1cccnc1 | 21% | -11% | 5% | 0% | -4% | -3% | -62*
COC(=O)c1sccc1NC(=O)CN(C)NS(=O)(=O)c1ccc(F)cc1 | 5% | -13% | -4% | 1% | -2% | -10% | 1
Cc1ccc(NC(=S)N2CCN(c3ccccn3)CC2)c(C)c1 | 4% | -2% | -14% | 1% | 1% | -4% | -31
O=[N+]([O-])c1ccc(Sc2nccn2Cc2ccccc2)cc1 | -5% | -33% | ? | 4% | 2% | 1% | -77*
Cc1cccc(OCCn2nnc3sc4c(c3c2=O)CCCC4)c1 | / | / | -1% | 2% | 2% | / | 19
O=C(O)c1ccc(Nc2nc3ccc(Cl)cc3[nH]2)cc1 | 4% | -52% | 1% | -3% | -9% | -5% | 8
Cc1cccc(NC(=O)N2CCCCCC2)c1 | 11% | -12% | 2% | 10% | 11% | -15% | 48
COc1ccc(OC)c(CC(NC(C)=O)C(=O)NC2CCN(S(=O)(=O)c3ccc(NC(C)=O)cc3)CC2)c1 (stereo not given) | -4% | 44% | 6% | -5% | 1% | -7% | -2
Cc1ccnc(-n2c(-c3ccco3)nc3ccccc3c2=O)c1 | -1% | -11% | 5% | 2% | 1% | -4% | -27
CCOc1ccc(CCN2C(=S)N([C@@H](Cc3ccc(O)cc3)CN3CCC[C@@H]3CN3C(=S)NC[C@@H]3Cc3ccccc3)C[C@@H]2CC(C)C)cc1 | 13% | / | / | / | 2% | / | -24
CC(C)CC(=O)NC(=S)Nc1ccc(NC(=O)c2ccco2)cc1 | -4% | -23% | ? | ? | -5% | -1% | ?
Cc1ccc(NCC(=O)N/N=C\c2ccc[nH]2)cc1 | 71%[activator] | -25% | 8% | 9% | -6% | -8% | -29
Cc1ccc(-c2nc3cc(N)ccc3o2)cc1Br | 17% | 33% | ? | -4% | -1% | 0% | 48
Cc1ccc([C@H]2C(C(=O)O)=CC[C@@H](c3cccc(Cl)c3)N2S(=O)(=O)c2ccc(C)cc2)cc1 | 2% | / | / | / | -1% | / | -18
Cc1cc(C=O)c(C)n1-c1ccc(Cl)c(C(=O)O)c1 | -5% | -3% | -13% | -7% | -11% | 2% | -26
CCOC(=O)C1=C(C)NC(C)=C(C(=O)OCC)C1C | 12% | 21%&0% | ? | 0%&5% | -6% | -2%&0% | -35
CCc1nnc(SCc2cn3c(C)cc(C)nc3n2)n1N | 8% | -10% | -13% | 0% | -4% | 1% | -13
COC(=O)c1cc(-c2c(-c3cc(OC)c(OC)c(OC)c3)noc2C)cc([N+](=O)[O-])c1 | -14% | 89%[activator] | ? | -22% | -2% | -2% | 16
COc1ccc(N(C(C)C(=O)NN=C2CCCCCCC2)S(C)(=O)=O)cc1 (stereo not given) | 81%[activator] | -16% | 4% | -4% | -10% | 2% | -6
O=C(CCc1ccccc1)NC(=S)Nc1cc(C(F)(F)F)ccc1N1CCOCC1 | 10% | -15% | -7% | -29% | 3% | -1% | 45
Cc1nnsc1C(=O)Nc1ccc(S(=O)(=O)N2CCCCC2C)cc1 (stereo not given) | -4% | -31% | -10% | -8% | -2% | 3% | -32
CC(=O)c1ccc(NC(=O)C(C)OC(=O)c2cccc(-n3cnnn3)c2)cc1 (stereo not given) | 0% | -41% | 14% | -8% | -5% | / | -22
Cc1ccc(Cn2c(C(=O)NCCCN3CCOCC3)cc3sccc32)cc1 | -1% | 194%[activator] | 0% | -16% | 0% | 4% | /
CCOC(=O)N1CCC(n2c(=S)[nH]c3ccccc3c2=O)CC1 | 20% | -25% | -1% | 2% | 5% | 3% | 5
COC(=O)c1nnn(CC(=O)Nc2cccc(Cl)c2)c1C(=O)OC | 8% | -1% | ? | 1% | -4% | -3% | -11
Cc1cccc(-n2c(O)c(C=Nc3cccc(O)c3)c3ccccc3c2=O)n1 | -2% | 26% | 5% | -10% | -22% | 2% | ?
CCOC(=O)C(C)Oc1cccc2c(=O)n(CC(=O)NCc3ccc(F)cc3)ccc12 (stereo not given) | 5% | -4% | 9% | 0% | 1% | 5% | -65*
